TNAP inhibition: human TNAP enzyme inhibitors, biochemical, luminescent (AID 518). inhibition, % at 20 µM; hits with a dose series show IC50 in µM. purified TNAP enzyme, luminescent substrate readout; higher % means a stronger effect. 64,000 compounds, 0.09% hits; in the data active means a potency from the dose series; inactive means the rest, 99 in 100 with inhibition below about 22%;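 further: plate controls were vehicle for no effect and reference inhibitor for full effect; many of its hits are not listed in these tables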
Bfl-1 displacement: Bfl-1 inhibitors, primary screen, biochemical, fluorescence polarization, FITC-Bid, mouse (AID 432); FITC-Bid BH3 peptide fluorescence polarization displacement; higher % means a stronger effect; 64,000 compounds, 0.02% hits; one-dose displacement, % at 20 µM; IC50 in µM for titrated hits; in the data active means a potency from the dose series; inactive means the rest, 99 in 100 with displacement below about 15%; further: strong numbers were not always called active
LYP phosphatase: inhibition of human PTPN22 tyrosine phosphatase – biochemical, DiFMUP fluorescence, recombinant catalytic domain, 10 µM, primary screen (AID 606). recombinant LYP catalytic domain, DiFMUP fluorescence; higher % means a stronger effect. inhibition, % at 10 µM, or IC50 in µM where a hit was titrated. 52,000 tested, under 10 active;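 active means IC50 under 40 µM in the dose-response test; inactive means IC50 of 40 µM or more, or never dose-tested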
HT1080 cytotoxicity: cytotoxicity in HT1080 fibrosarcoma cells, cell-based, fluorescence readout (AID 620); HT1080 viability, fluorescence; higher % means a stronger effect; cytotoxicity, % at 10 µM; hits with a dose series show EC50 in µM; 87,000 compounds, 0.42% hits;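 further: cells exposed to compound overnight then 4 h with Alamar Blue; 0% = vehicle DMSO and 100% = killing control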
HPDE-C7 cytotoxicity: cytotoxicity in HPDE-C7 cells, cell-based, fluorescence, HTS (AID 430); HPDE-C7 pancreatic duct cells viability, fluorescence; higher % means a stronger effect; cytotoxicity, % at 10 µM, or EC50 in µM where a hit was titrated; 63,000 compounds, 1.8% hits;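 further: cells exposed to compound for 48 hours before viability readout; 0% = vehicle and 100% = reference cytotoxic drug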
Spn DPM-DC inh: S. pneumoniae DPM-DC inhibition | purified DPM-DC, PK/LDH coupled NADH fluorescence | calls only at 10 µM | 65,000 compounds, 0.49% hits | AID 556;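 active means the 320 compounds with the highest percent inhibition in the single-dose primary screen, excluding strongly autofluorescent ones, cut at about 32% in these data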;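 further: kinetic rate of NADH fluorescence loss reporting ADP formed by the decarboxylase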
KRASV12 cytotoxicity: viability loss of HPDE-C7K cells – cell-based, fluorescence, HTS, primary screen (AID 431); HPDE-C7K KRASV12 cells, Alamar Blue viability, 48 h; higher % means a stronger effect; cytotoxicity, % at 10 µM; hits with a dose series show EC50 in µM; 63,000 compounds, 1.7% hits;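 active means compounds whose percent cytotoxicity in the single-dose primary screen, scaled between solvent and toxic-drug controls, exceeds 50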;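 further: 0% = DMSO solvent wells and 100% = doxorubicin-treated wells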
PMK inhibit: S. pneumoniae PMK inhibition. purified PMK, PK/LDH-coupled NADH absorbance 340 nm. inhibition, % at 10 µM. 65,000 compounds, 0.49% hits;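 active means top-ranked compounds by inhibition in the single 10 µM screen, taking a fixed number of the strongest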;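 further: 0% = full reaction with DMSO carrier and 100% = background rate without enzyme reaction; no value below 0 was filed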
MK inhibit: blocks S. pneumoniae mevalonate kinase | AID 555 | inhibition, % at 10 µM | purified MK, PK/LDH-coupled NADH absorbance 340 nm | 65,000 compounds, 0.48% hits;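 active means ranked among the strongest by inhibition in the single 10 µM screen, a fixed top-ranked set picked for dose follow-up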; further: no value below 0 was filed
PMK inhibit pilot replicates: further read-out of PMK inhibit, marked with its call; inhibition, %; measured here: pilot screen replicates
MK inhibit pilot replicates: further read-out of MK inhibit, marked with its call; inhibition, %; measured here: pilot screen replicates
Spn DPM-DC inh pilot screen %: recorded beside Spn DPM-DC inh, whose call it bears; inhibition, %; measured here: pilot screen trials
Active calls of the source: *; i = inactive; . = not tested or not shown. Unless noted, no stated cut-off is given here; in the data, active means cytotoxicity above about 50%; inactive means the rest. Rows are unselected; about 3.3% have a hit in one of these screens.

SMILES | TNAP inhibition | Bfl-1 displacement | LYP phosphatase | HT1080 cytotoxicity | HPDE-C7 cytotoxicity | Spn DPM-DC inh | KRASV12 cytotoxicity | PMK inhibit | MK inhibit | others
O=c1[nH]c2c(cc1CNCCN1CCOCC1)c(-c1cccc(F)c1)nn2-c1ccccc1 | 5.1% | 5.6% | . | 5.8% | 3.4% | i | 10.1% | 12.0 | 22.0
COc1ccc(CN(Cc2ccccn2)C(=O)CN2C(=O)C(C)Oc3ccccc32)cc1 (stereo not given) | 5.3% | -2.3% | . | -7.0% | 4.0% | i | 6.7% | 13.0 | 0.0
Cc1ncoc1C(=O)NCc1ccccc1Cl | 7.4% | -9.4% | . | 2.9% | -5.6% | i | -4.7% | 14.0 | 3.0
O=C(Cc1ccccc1F)Nc1nc(-c2cccs2)cs1 | 8.6% | 2.8% | 17.4% | 1.8% | 17.1% | i | 25.7% | 7.0 | 2.0
c1ccc(CN2CCN(c3ncnc4c3[nH]c3ccccc34)CC2)cc1 | 7.4% | -0.8% | 12.3% | -8.5% | 15.2% | i | 119.4%* | 5.0 | 3.0 | PMK inhibit pilot replicates=0.5;MK inhibit pilot replicates=0.0;Spn DPM-DC inh pilot screen %=11.0
O=C(COC(=O)c1cnccn1)c1ccc2c(c1)CCCC2 | 3.2% | -2.6% | . | . | -24.3% | i | -3.4% | 0.0 | 9.0
Cc1ccc(N(CC(=O)O)S(C)(=O)=O)cc1Cl | 2.6% | -5.3% | 13.5% | 3.0% | -8.7% | i | -9.7% | 13.0 | 4.0
CCN(CC)S(=O)(=O)c1ccc2c3c(cccc13)C(=O)N2 | 8.8% | 7.1% | 15.4% | -1.8% | -1.6% | . | -2.0% | 11.0 | 0.0
Cn1c(C(C#N)C(=O)Cc2cccc3ccccc23)nc2ccccc21 (stereo not given) | 10.3% | -3.8% | 5.3% | -2.1% | -5.6% | i | -1.6% | 6.0 | 3.0
Cc1nn(Cc2ccc(Cl)cc2)c(C)c1NC(=O)c1noc2c1CCCCC2 | 18.3% | 4.4% | . | 2.3% | -7.3% | i | -4.2% | 14.0 | 5.0
Cc1ccc(-n2nnnc2SCC(=O)Nc2ccc3c(c2)COC3=O)cc1C | -4.1% | 3.1% | 15.2% | 7.0% | -8.5% | i | -13.0% | 6.0 | 4.0
CCOC(=O)c1c(NC(=O)Cn2nnc3ccccc32)sc2c1CCC(C)C2 (stereo not given) | 8.2% | 10.8% | 2.4% | -11.8% | . | i | . | 8.0 | 6.0
COc1ccc(N(C(=O)CNC(=O)c2ccco2)C(C(=O)NC2CCCCC2)c2ccco2)cc1 (stereo not given) | 15.9% | -0.9% | 0.4% | 0.0% | -2.6% | i | 11.1% | 22.0 | 0.0
O=C(O)C1CSC2c3ccccc3C(=O)N12 (stereo not given) | 6.7% | 1.8% | -4.8% | -6.6% | -5.0% | i | 1.8% | 10.0 | 2.0 | PMK inhibit pilot replicates=2.0;MK inhibit pilot replicates=0.0;Spn DPM-DC inh pilot screen %=0.0
N#CC1=C(N)N2C(=C(C#N)C13CCCCC3)SC1CCCCC12O (stereo not given) | 16.0% | -5.1% | -7.5% | 5.4% | -7.0% | i | -6.2% | 10.0 | 5.0 | PMK inhibit pilot replicates=7.0;MK inhibit pilot replicates=0.0;Spn DPM-DC inh pilot screen %=1.5
CCOC(=O)N1CCC(c2nc3ccccc3[nH]2)CC1 | 4.5% | -0.3% | -16.5% | -2.7% | -9.3% | i | 4.7% | 13.0 | 0.0
NC(=O)c1nn(-c2ccccc2)nc1N | 5.8% | 2.0% | -3.4% | -6.2% | -34.7% | . | -34.1% | 3.0 | 0.0
O=C(NCCSCc1ccco1)Nc1cccc(Cl)c1 | 5.6% | -0.8% | -11.9% | -3.3% | -0.1% | i | -8.1% | 0.0 | 1.0 | PMK inhibit pilot replicates=0.0;MK inhibit pilot replicates=0.0;Spn DPM-DC inh pilot screen %=1.0
N/C(Cn1nnc(-c2ccccc2)n1)=N\O | 7.7% | 1.5% | -7.2% | -0.3% | -2.6% | i | 0.9% | 4.0 | 9.0 | PMK inhibit pilot replicates=2.5;MK inhibit pilot replicates=8.5;Spn DPM-DC inh pilot screen %=6.5
C=C(C)COc1ccc(-c2[nH]ncc2-c2ccc(OC)c(OC)c2)c(O)c1 | -31.0% | 3.0% | . | 4.4% | 13.3% | i | 4.1% | 0.0 | 0.0

Next section; it opens with the 5 that closed the last part.
SMILES | TNAP inhibition | Bfl-1 displacement | LYP phosphatase | HT1080 cytotoxicity | HPDE-C7 cytotoxicity | Spn DPM-DC inh | KRASV12 cytotoxicity | PMK inhibit | MK inhibit | others
CCOC(=O)N1CCC(c2nc3ccccc3[nH]2)CC1 | 4.5% | -0.3% | -16.5% | -2.7% | -9.3% | i | 4.7% | 13.0 | 0.0
NC(=O)c1nn(-c2ccccc2)nc1N | 5.8% | 2.0% | -3.4% | -6.2% | -34.7% | . | -34.1% | 3.0 | 0.0
O=C(NCCSCc1ccco1)Nc1cccc(Cl)c1 | 5.6% | -0.8% | -11.9% | -3.3% | -0.1% | i | -8.1% | 0.0 | 1.0 | PMK inhibit pilot replicates=0.0;MK inhibit pilot replicates=0.0;Spn DPM-DC inh pilot screen %=1.0
N/C(Cn1nnc(-c2ccccc2)n1)=N\O | 7.7% | 1.5% | -7.2% | -0.3% | -2.6% | i | 0.9% | 4.0 | 9.0 | PMK inhibit pilot replicates=2.5;MK inhibit pilot replicates=8.5;Spn DPM-DC inh pilot screen %=6.5
C=C(C)COc1ccc(-c2[nH]ncc2-c2ccc(OC)c(OC)c2)c(O)c1 | -31.0% | 3.0% | . | 4.4% | 13.3% | i | 4.1% | 0.0 | 0.0
Cc1ccc(C(=O)OCC(=O)NCc2ccc3c(c2)OCO3)s1 | 6.7% | -9.7% | . | 3.2% | 2.0% | i | -11.8% | 7.0 | 2.0
Cc1ccc2cc(CN(C(=O)c3ccco3)c3ccccc3C)c(=O)[nH]c2c1 | 8.5% | -2.3% | -5.3% | -5.2% | -4.4% | i | -13.5% | 0.0 | 3.0
COc1cc2c(cc1NC(=O)COC(=O)C1CC(=O)N(Cc3ccco3)C1)oc1ccccc12 (stereo not given) | 8.5% | -3.9% | -9.0% | -3.5% | 16.2% | i | 11.8% | 16.0 | 0.0
CC(=O)Nc1ccc2c(c1)nc(CCN1CCN(C)CC1)n2C | 7.2% | -1.9% | -11.5% | -9.5% | 10.8% | i | 23.6% | 5.0 | 0.0
CCOC(=O)c1sc(NC(=S)n2cc(C)cn2)c(C(=O)OCC)c1C | 18.4% | -5.6% | 11.3% | 0.9% | -0.2% | i | 4.6% | 11.0 | 7.0
CC(C)NS(=O)(=O)c1ccc(OCC(=O)Nc2ccccc2F)cc1 | 1.5% | -0.7% | 14.4% | -5.9% | -3.2% | i | -10.4% | 3.0 | 5.0
CCOC(=O)c1c(C)c(C(=O)NCCCOC)c(C)n1C | 6.0% | -3.3% | . | -6.3% | -12.9% | i | -3.7% | 12.0 | 2.0
COc1ccc(N(CC(=O)Nc2ccc(F)c(Cl)c2)S(=O)(=O)c2c(C)noc2C)cc1 | 12.3% | 8.5% | 8.1% | -3.7% | -20.1% | i | -13.0% | 14.0 | 5.0 | PMK inhibit pilot replicates=1.5;MK inhibit pilot replicates=0.5;Spn DPM-DC inh pilot screen %=3.5
CCN=C(NCC)SC1CC(=O)N(c2cccc(OCC)c2)C1=O (stereo not given) | 10.3% | -1.5% | 5.2% | 2.1% | 1.0% | i | -5.1% | 0.0 | 4.0
Cc1cc(C)c2nc(N3CCCC(C(=O)NCCN4CCOCC4)C3)sc2c1 (stereo not given) | 10.2% | -4.7% | -1.0% | -4.0% | -7.0% | i | 4.7% | 18.0 | 7.0
O=C(COc1ccc(Cl)cc1)Nc1ncccn1 | 23.8% | 3.0% | . | -1.3% | 5.7% | i | 4.5% | 9.0 | 13.0 | PMK inhibit pilot replicates=5.0;MK inhibit pilot replicates=2.5;Spn DPM-DC inh pilot screen %=0.5
Cc1nc2ccccc2c(=O)n1NS(C)(=O)=O | 7.7% | -10.7% | -7.4% | -1.2% | 5.0% | i | 7.9% | 0.0 | 2.0
O=C(CN1C(=O)NC2(CCCCC2)C1=O)NCCC1=CCCCC1 | 7.1% | -12.1% | 2.8% | -4.6% | -16.5% | i | -9.9% | 10.0 | 1.0
CCOC(=O)Cc1c(C)nc(-c2ccccc2)[nH]c1=O | 4.2% | -2.3% | . | 3.3% | -12.2% | i | -6.5% | 8.0 | 2.0
O=C(NC1CC2CCCC(C1)N2Cc1cccs1)N1CCOCC1 (stereo not given) | 6.9% | -0.7% | -0.9% | 16.4% | -3.3% | i | 4.1% | 8.0 | 3.0
CCOc1ccccc1NC(=O)CSc1nnc(-c2ccco2)n1Cc1ccco1 | 3.7% | -4.7% | 4.0% | 0.7% | . | i | . | 0.0 | 5.0
Cc1nnc(NC(=O)NC(C)N2C(=O)C3C4C=CC(C4)C3C2=O)s1 (stereo not given) | 0.7% | -6.4% | 3.6% | -3.4% | -1.2% | i | -0.7% | 9.0 | 6.0
O=C(CCN1C(=O)c2ccccc2C1=O)NCc1ccncc1 | 12.6% | 4.3% | 0.9% | -3.1% | -15.3% | i | 1.3% | 2.0 | 2.0
O=C(Nc1ccc2nc[nH]c2c1)c1ccco1 | 17.5% | -8.9% | 0.5% | 7.9% | 13.5% | i | 16.9% | 17.0 | 6.0
COCCn1nnnc1CN1CCC(O)(c2cccc(C(F)(F)F)c2)CC1 | 1.2% | 2.1% | 4.0% | 37.4% | -8.9% | i | -9.0% | 0.0 | 0.0
NC(=O)CC1NC(=O)c2ccccc21 (stereo not given) | 16.2% | -5.1% | 2.2% | 11.4% | -4.8% | i | -10.6% | 11.0 | 4.0
COc1ccc(OC)c(S(=O)(=O)N(C)CC(=O)N2CCN(c3ccccc3)CC2)c1 | 5.9% | -6.2% | 1.7% | 8.7% | -6.8% | i | -5.0% | 5.0 | 15.0
Cc1cccc(-n2c(CNC(=O)COc3ccccc3)nnc2SCC(=O)Nc2nccs2)c1 | 1.3% | -6.7% | 0.4% | -0.3% | -0.3% | i | -0.6% | 8.0 | 0.0
COC(=O)c1ccc(OC)c(CSc2nnc(COc3ccc(Cl)cc3)o2)c1 | 13.9% | -2.4% | 18.8% | -0.9% | -13.9% | i | -11.8% | 0.0 | 7.0
O=c1[nH]nc(Cc2ccccn2)c2ccccc12 | 9.3% | -1.9% | 0.3% | -10.5% | -12.7% | i | -7.5% | 0.0 | 13.0
CN1CCN(C2CCCCCC2)CC1 | 8.7% | 0.9% | 8.2% | 1.4% | 10.9% | i | 19.7% | 0.0 | 11.0
COc1ccc(-c2nc(SCC(=O)NCc3ccco3)c(-c3ccccc3)[nH]2)cc1OC | 17.5% | -8.1% | -6.6% | . | -5.2% | i | -6.7% | 16.0 | 10.0
CCc1nc(SCC(=O)NCCc2ccc(OC)c(OC)c2)c2c(=O)n(C)c(=O)n(C)c2n1 | 2.2% | -0.6% | 4.5% | 0.7% | 2.9% | i | 3.4% | 0.0 | 4.0

Screening results as filed in PubChem BioAssay.
